Screening results from PubChem BioAssay.
PLAP inhibitors HTS: inhibition of human placental alkaline phosphatase – biochemical, luminescence, HTS (AID 690); purified PLAP, luminescent substrate; higher % means a stronger effect; one-dose inhibition, % at 20 µM; IC50 in µM for titrated hits; 96,000 compounds, 0.08% hits; in the data active = a potency from the dose series; inactive = the rest, 99 in 100 with inhibition below about 30%; also: strong numbers were not always called active
MRP resist rev: compounds reversing MRP-mediated drug resistance | differential viability (reversal), % at 10 µM | H69AR cells + 2 uM doxorubicin, CellTiter-Glo, 72 h | 85,000 compounds, 0.04% hits | AID 602;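 active = viability drop by adding the cancer drug above about 55%, with treated viability meeting a 40% cutoff, limit read from the data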;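 also: viability without doxorubicin minus viability with 2 µM doxorubicin for each compound; larger differential means the compound sensitizes cells more to doxorubicin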
NFkB transloc inh: blocks IL-1B driven NFkB nuclear translocation in HUVEC cells | 94,000 compounds, 0.43% hits | HUVEC IL-1B NFkB p65 nuclear translocation imaging | inhibition, % at 2 µM;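 active = inhibition above about 30% together with a positive call from visual inspection of the well image, limit read from the data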;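 also: nuclear over cytoplasmic p65 intensity ratio measured by imaging; 0% = IL-1B stimulated DMSO wells and 100% = unstimulated DMSO wells; values of inactives mirror those of a sister screen read the other way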
Bcl-B displacement: displacers of TR3 peptide from Bcl-B, primary screen, selectivity assay for Bfl-1 inhibitor project, biochemical, fluorescence polarization. FP displacement of FITC-TR3 peptide from Bcl-B; higher % means a stronger effect. one-dose displacement, % at 20 µM; IC50 in µM for titrated hits. 96,000 compounds, 0.11% hits. AID 748;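 active = displacement above 50% at 20 µM plus a fluorescence interference ratio under 1.5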;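 also: plate controls were wells without compound for no effect and wells lacking Bcl-B protein for full effect; a part of the inactive calls stands beside numbers as strong as those of hits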
NFkB transloc pot: enhances IL-1B driven NFkB nuclear translocation | HUVEC IL-1B NFkB p65 nuclear translocation imaging | 94,000 compounds, 0.3% hits | activation, % at 2 µM | AID 819;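 active = activation above 40%, about the mean plus 3 SD, also judged a hit on visual image review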;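 also: percent activation is computed from the nuclear over cytoplasmic p65 intensity ratio; values of inactives mirror those of a sister screen read the other way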
MRP resist rev cytotoxicity: second read-out of MRP resist rev, no call of its own (marks repeat the call); viability, %; H69AR cells, CellTiter-Glo, 72 h; measured here: cytotoxicity without doxorubicin
MRP resist rev with doxorubicin: also measured in MRP resist rev; calls as there; viability, %; measured here: viability with 2 uM doxorubicin; stronger effect = lower value
NFkB transloc inh cell count 2 µM: also measured in NFkB transloc inh; calls as there; cell count; measured here: cells passing quality filter;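 raw number of nuclei counted in each imaged well without normalization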
NFkB transloc pot cell count 2 µM: also measured in NFkB transloc pot; calls as there; cell count; measured here: cells passing quality filter
Numbers without * were called inactive; · = no result given. Only part of the results is shown; rates above refer to the full screens.

SMILES | PLAP inhibitors HTS | MRP resist rev | MRP resist rev cytotoxicity | MRP resist rev with doxorubicin | NFkB transloc inh | NFkB transloc inh cell count 2 µM | Bcl-B displacement | NFkB transloc pot | NFkB transloc pot cell count 2 µM
Cc1cccc(/C=N/n2c(C)cc(C)c(C#N)c2=O)c1 | · | -3.7 | 97.5 | 101.2 | 4.7 | 79 | · | -4.7 | 79
O=C(CN1CCN(c2ccccn2)CC1)N1c2ccccc2Sc2ccc(C(F)(F)F)cc21 | -61.0% | -17.8 | 70.2 | 88.0 | 2.0 | 121 | 3.8% | -2.0 | 121
CCN(CC)C(=O)Cn1c(=O)n(-c2ccccc2)c(=O)c2c3c(sc21)CCC3 | -15.8% | -0.6 | 93.5 | 94.1 | 9.5 | 162 | 2.8% | -9.5 | 162
CCOC(=O)c1[nH]cnc1C(=O)Nc1ccccn1 | -80.9% | 3.9 | 87.1 | 83.2 | 3.4 | 134 | -0.8% | -3.4 | 134
O=C1CC(c2cccc(Cl)c2)C(n2cncn2)C(=O)C1C1NCCc2ccccc21 (stereo not drawn) | -0.7% | -1.1 | 87.6 | 88.7 | -0.1 | 59 | -4.6% | 0.1 | 59
COc1cc(/C=C2/N=C(C3CCCCC3)OC2=O)cc(OC)c1OC | -59.3% | -14.5 | 94.4 | 108.9 | -8.6 | 162 | -4.1% | 8.5 | 162
O=C(NC(=S)NCc1ccccc1)c1ccccc1F | -12.1% | · | · | · | -8.1 | 199 | 1.1% | 8.1 | 199
BrC(=C\c1ccccc1)/C=N/N1CCN(c2ccccn2)CC1 | -22.5% | · | · | · | -11.9 | 129 | 0.6% | 11.9 | 129
CCOC(=O)NCc1ccc(S(=O)(=O)Nc2ccc(C)cc2)cc1 | · | 1.4 | 97.7 | 96.3 | -32.7 | 112 | · | 32.7 | 112
COc1ccc(NC2=CC(=O)CC(c3ccccc3)C2)c(OC)c1 (stereo not drawn) | -1.9% | · | · | · | -9.7 | 136 | -7.2% | 9.7 | 136
C#CCOC(=O)Nc1cccn(Cc2c(Cl)cccc2Cl)c1=O | -0.9% | · | · | · | -31.6 | 131 | -6.8% | 31.6 | 131
O=C(O)/C=C/C(=O)Nc1ccc(F)cc1F | -11.6% | · | · | · | -17.3 | 118 | -0.8% | 17.3 | 118
Cc1c(C(=O)OCc2ccccc2)[nH]c2c1C(=O)CC(c1ccco1)C2 (stereo not drawn) | 3.6% | -24.5 | 25.6 | 50.1 | · | · | 32.7% | · | ·
CCc1nc2n[nH]c(N)c2c2c1CSC(C)(C)C2 | · | · | · | · | 8.6 | 145 | · | -8.6 | 145
Cc1c(NC(=O)c2ccc3c(c2)OCO3)cccc1-c1nc2ccccc2s1 | 5.0% | · | · | · | -2.1 | 72 | 10.3% | 2.1 | 72
COc1cc(NC(=O)c2ccccc2)c(OC)cc1NC(C)=O | -14.2% | 12.0 | 105.1 | 93.1 | 4.9 | 147 | 2.0% | -4.9 | 147
Cc1cccc(NC(=O)CSc2nnc(-c3ccccc3C)o2)c1 | · | 5.1 | 83.3 | 78.2 | -14.1 | 124 | · | 14.1 | 124
CSC(=NNC(=O)c1ccc(O)cc1)SC | 15.7% | · | · | · | -13.0 | 185 | -0.8% | 13.0 | 185
COc1ccc(N2CCN(C(=N)/C(C(C)=O)=C(\C)O)CC2)cc1 | 12.3% | -4.9 | 95.5 | 100.3 | 3.6 | 163 | 2.9% | -3.6 | 163
CCN1C(=O)C(C)S/C1=N\S(=O)(=O)c1ccc(Cl)s1 (stereo not drawn) | 4.8% | 7.1 | 103.3 | 96.2 | -4.3 | 89 | 2.0% | 4.3 | 89
CC(C)NC(=O)C1(c2ccccc2)CCOCC1 | -17.6% | -20.8 | 75.0 | 95.8 | 7.8 | 161 | 4.7% | -7.8 | 161
CCOC(=O)C1=C(C)NC(=O)NC1c1ccc(OC(C)C(=O)O)c(OC)c1 (stereo not drawn) | 3.0% | 3.2 | 92.9 | 89.6 | -15.7 | 142 | -3.1% | 15.7 | 142
CCOC(=O)C1CCCN(C2CC(=O)N(c3ccc(C)c(C)c3)C2=O)C1 (stereo not drawn) | -28.4% | 17.9 | 102.1 | 84.2 | -9.9 | 82 | -4.9% | 9.9 | 82
Cc1sc(NC(=O)CN2CCOCC2)c(C(=O)c2ccccc2)c1C | -19.4% | · | · | · | -6.5 | 172 | -5.3% | 6.5 | 172
CCOc1cc(C2Nc3ccccc3C(=O)N2c2ccccc2OC)ccc1O (stereo not drawn) | -5.5% | 9.6 | 101.5 | 91.9 | 3.1 | 73 | 3.0% | -3.1 | 73
CC1CCCCC1NC(=O)C(=O)NCC1CCCO1 (stereo not drawn) | · | -6.9 | 92.7 | 99.7 | -2.6 | 117 | · | 2.6 | 117
COCCNC(=O)c1nn(-c2cc(OC)cc(OC)c2)c(=O)c2ccccc12 | -1.9% | 3.6 | 75.7 | 72.0 | · | · | -7.0% | · | ·
CC(C)(C)Cc1nc2ccccc2n1CCc1ccccc1 | 20.4% | -19.0 | 68.8 | 87.8 | -7.9 | 92 | 0.5% | 7.9 | 92
CCCCCCCCC(=O)Nc1cc(C)ccc1OC | · | 3.0 | 91.9 | 88.9 | 1.6 | 79 | · | -1.6 | 79
CCC(=O)N1c2ccccc2NC2=C(C(=O)CCC2)C1c1ccc(N(C)C)cc1 (stereo not drawn) | -16.1% | 9.2 | 98.7 | 89.5 | -5.4 | 100 | -11.8% | 5.4 | 100

One compound at a time, as listed above:
Cc1cccc(NC(=O)CSc2nnc(-c3ccccc3C)o2)c1 reads PLAP inhibitors HTS: ·; MRP resist rev: 5.1; MRP resist rev cytotoxicity: 83.3; MRP resist rev with doxorubicin: 78.2; NFkB transloc inh: -14.1; NFkB transloc inh cell count 2 µM: 124; Bcl-B displacement: ·; NFkB transloc pot: 14.1; NFkB transloc pot cell count 2 µM: 124
COc1ccc(NC2=CC(=O)CC(c3ccccc3)C2)c(OC)c1 (stereo not drawn) reads PLAP inhibitors HTS: -1.9%; MRP resist rev: ·; MRP resist rev cytotoxicity: ·; MRP resist rev with doxorubicin: ·; NFkB transloc inh: -9.7; NFkB transloc inh cell count 2 µM: 136; Bcl-B displacement: -7.2%; NFkB transloc pot: 9.7; NFkB transloc pot cell count 2 µM: 136
O=C1CC(c2cccc(Cl)c2)C(n2cncn2)C(=O)C1C1NCCc2ccccc21 (stereo not drawn) reads PLAP inhibitors HTS: -0.7%; MRP resist rev: -1.1; MRP resist rev cytotoxicity: 87.6; MRP resist rev with doxorubicin: 88.7; NFkB transloc inh: -0.1; NFkB transloc inh cell count 2 µM: 59; Bcl-B displacement: -4.6%; NFkB transloc pot: 0.1; NFkB transloc pot cell count 2 µM: 59

(next part)
SMILES | PLAP inhibitors HTS | MRP resist rev | MRP resist rev cytotoxicity | MRP resist rev with doxorubicin | NFkB transloc inh | NFkB transloc inh cell count 2 µM | Bcl-B displacement | NFkB transloc pot | NFkB transloc pot cell count 2 µM
CC(C)NC(=O)CN1C(=O)NC(CCc2ccccc2)C1=O (stereo not drawn) | -1.6% | 1.7 | 92.9 | 91.2 | -3.5 | 147 | -6.3% | 3.5 | 147
CC(C)C(OC(=O)c1nsc(Cl)c1Cl)C(=O)NCc1ccc2c(c1)OCO2 (stereo not drawn) | 15.2% | · | · | · | -4.7 | 146 | -11.4% | -95.8 | 21
Cc1ccc(S(=O)(=O)NC2CCCc3ccccc32)cc1C (stereo not drawn) | 14.7% | 12.0 | 104.0 | 92.0 | -11.9 | 52 | 4.1% | 11.9 | 52
CCCCSc1nnc2c(n1)OC(C(=O)c1ccccc1)Nc1ccccc1-2 (stereo not drawn) | -65.4% | -1.8 | 97.6 | 99.4 | -13.9 | 167 | 3.7% | 13.9 | 167
c1ccc(CN2CCN(c3nc4ccccc4c4ccccc34)CC2)cc1 | -33.4% | 15.4 | 91.1 | 75.6 | -26.3 | 132 | -13.6% | 26.3 | 132
COc1ccc(NC(=O)C2CCCN2C(=O)Nc2ccccc2)cc1OC (stereo not drawn) | · | -1.1 | 113.2 | 114.2 | 11.6 | 106 | · | -11.6 | 106
O=C(Oc1ccc2c(=O)c(Oc3ccc4ccccc4c3)coc2c1)c1ccco1 | 10.6% | 13.9 | 108.9 | 95.0 | -1.7 | 175 | 0.1% | 1.7 | 175
COc1ccc(-c2cc(=O)[nH]c(NCc3ccccc3)n2)cc1 | 19.6% | 10.6 | 85.0 | 74.4 | -26.3 | 143 | -3.2% | 26.3 | 143
CCCCn1ccc(=O)c2c(C(F)(F)F)nccc21 | 16.5% | -25.0 | 61.4 | 86.5 | 28.8 | 48 | -1.0% | -28.8 | 48
COc1ccc(S(=O)(=O)N(C)CC(=O)Nc2ccc(C(F)(F)F)cc2)cc1Cl | 3.7% | -2.5 | 81.4 | 83.9 | -8.8 | 176 | 7.9% | 8.8 | 176
CC1(C)CC(=O)C2=C(C1)NCN(Cc1ccc3c(c1)OCO3)C2 | -7.2% | 14.5 | 99.8 | 85.3 | -0.1 | 103 | -5.4% | 0.1 | 103
Cc1sc2ncnc(NCc3ccco3)c2c1C | -31.2% | -1.6 | 52.9 | 54.5 | -0.4 | 183 | -2.6% | 0.4 | 183
COc1ccc(CC(=O)O/N=C(\N)Cc2ccc(OC)c(OC)c2)cc1 | -2.7% | · | · | · | -3.0 | 151 | -1.9% | 3.0 | 151
CC(C)CC(=O)c1c[nH]c(C(=O)NCCCN2CCOCC2)c1 | -19.8% | · | · | · | · | · | 0.5% | · | ·
COc1ccc(S(=O)(=O)Nc2nnc(C(C)(C)C)s2)cc1 | -10.1% | -12.1 | 94.9 | 107.0 | -19.0 | 120 | -4.8% | 19.0 | 120
O=C(O)c1cc2cc(Cl)ccc2oc1=O | -8.9% | -11.0 | 99.2 | 110.2 | 6.2 | 157 | -5.3% | -6.2 | 157
C=CCn1c(SCC(=O)NC(=O)NCc2ccco2)nc2sc(CC)cc2c1=O | -8.2% | -11.6 | 28.4 | 40.0 | · | · | 37.6% | · | ·
CCOC(=O)n1c(=O)n(Cc2ccccc2Cl)c2ccccc21 | -15.0% | · | · | · | -6.0 | 101 | 7.8% | 6.0 | 101
c1coc(CNc2nc(N3CCCCC3)nc3ccccc23)c1 | -61.2% | -5.9 | 5.3 | 11.2 | · | · | 1.6% | · | ·
COc1ccc(C(=O)CSc2nc3ccccc3n2CC(=O)NC(C)(C)C)cc1 | 14.2% | · | · | · | -7.4 | 143 | 13.3% | 7.4 | 143
CC1=C(C(N)=O)C(c2ccc(Cl)cc2)NC(=O)N1 (stereo not drawn) | · | 15.8 | 107.3 | 91.6 | -12.8 | 78 | 1.5% | 12.8 | 78
Cc1ccc(NC(=O)CSc2nccc(=O)[nH]2)c(S(=O)(=O)N2CCOCC2)c1 | -19.6% | 0.3 | 90.8 | 90.5 | · | · | 6.2% | · | ·
CCOC(=O)C1(Cc2ccc(O)cc2)NC(c2ccccc2F)C2C(=O)N(C)C(=O)C21 (stereo not drawn) | -14.5% | -22.9 | 76.9 | 99.8 | 5.2 | 87 | 6.4% | -5.2 | 87
CCOc1nc(NCCC2=CCCCC2)nc(N2CCOCC2)n1 | 7.6% | 12.8 | 102.0 | 89.2 | -3.0 | 150 | -4.7% | 3.0 | 150
COc1ccc(OC)c(C2C3=C(N=C4SCC(=O)N42)c2ccccc2CC3)c1 (stereo not drawn) | -66.2% | -23.3 | 56.6 | 79.9 | -6.5 | 139 | -14.8% | 6.5 | 139
CN(C)/C=C/C(=O)c1cccc(Cl)c1 | -24.3% | · | · | · | 6.8 | 133 | -4.0% | -6.8 | 133
Cc1nc(N2CCN(C)CC2)c2c(C)c(C(=O)Nc3ccc(F)cc3)sc2n1 | -73.8% | 25.7 | 86.0 | 60.2 | -8.5 | 63 | -5.9% | 8.5 | 63
c1ccc(CSc2nnc(-c3ccco3)n2Cc2ccccc2)cc1 | -2.6% | · | · | · | 1.3 | 181 | -1.0% | -1.3 | 181
O=C(c1ccc2nc(N3CCOCC3)sc2c1)N1CCC(Cc2ccccc2)CC1 | -62.1% | 7.9 | 97.8 | 89.9 | -7.8 | 179 | -2.4% | 7.8 | 179
Cn1c(C(=O)N2CCN(c3ncccn3)CC2)cc2c(=O)n(C)c3ccccc3c21 | -58.0% | 14.5 | 98.4 | 83.9 | 5.0 | 167 | -5.4% | -5.0 | 167
COc1ccc(-c2nnc(SCC(=O)N3CCOCC3)n2C)cc1OC | · | -3.0 | 78.3 | 81.3 | 1.3 | 95 | · | -1.3 | 95
